Rab7 wt modul – dog Rab7 wildtype GTP binding, inhibitors and activators | GST-Rab7 beads, fluorescent GTP binding, flow cytometry; actives lie on both sides; untreated = 100%, excess cold GTP = 0% | AID 758 | GTP binding activity (percent of control), % at 10 µM | actives 0.055% (n = 190,000);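 active means fluorescent GTP binding to Rab7 beads changed by at least 20 points from the 100% baseline, either direction, mostly lower; inconclusive means compound itself probably fluorescent, or too few beads counted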;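 further: median green fluorescence of bound Bodipy-FL-GTP per Rab7 bead population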
Cdc42 wt – human Cdc42 wildtype GTP binding change, either direction | GST-Cdc42 beads, Bodipy-GTP binding, flow cytometry; actives lie on both sides | P60953 | percent activity (GTP binding), % at 10 µM | actives 0.2% (n = 190,000);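 active means percent activity GTP binding at least 20 points away from the 100% baseline, either down as inhibitor or up as activator; inconclusive means compound flagged as likely green fluorescent from well-wide comparison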;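 further: median bead fluorescence of bound Bodipy-FL-GTP at 100 nM; 0% = excess unlabeled GTP control and 100% = no compound control; below 100% means less GTP binding so inhibitor and above means activator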
Target sequence (P60953 whole entry, looked up): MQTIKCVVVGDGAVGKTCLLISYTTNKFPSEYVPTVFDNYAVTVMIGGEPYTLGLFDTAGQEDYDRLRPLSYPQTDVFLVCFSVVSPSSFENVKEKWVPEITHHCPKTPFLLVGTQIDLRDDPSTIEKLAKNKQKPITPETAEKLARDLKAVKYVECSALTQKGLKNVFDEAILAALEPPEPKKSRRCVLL
Rab2A wt mod – changes GTP binding to wildtype dog Rab2A, up or down; actives 0.19% (n = 190,000); P61105; AID 760; GST-Rab2 wt beads, Bodipy-GTP binding, flow cytometry; GTP binding activity, % at 10 µM;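 active means GTP binding activity at least 20 points away from 100%, either lowered or raised; inconclusive means signal likely due to the compound's own green fluorescence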;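 further: 0% = beads with excess unlabeled GTP and 100% = no-compound control corrected for plate trend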
Avidin bead fluor – compound fluoresces at 488/530 nm on avidin beads | compound fluorescence 488/530 nm, flow cytometry; stronger effect = higher value | fluorescence (KMESF) at 10 µM | actives 0.38% (n = 220,000) | AID 1775; in the data active means fluorescence above about 47; further: inactives centre near 10
Pf gamet viab – P. falciparum stage V gametocyte viability inhibition; actives 0.065% (n = 150,000); P. falciparum stage V gametocytes, ATP luminescence, 24 h; inhibition, % at 10.9 µM;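 active means inhibition above the mean plus 3 SD of compounds within the control limits, set per campaign, cut at about 38% in these data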;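 further: 0% = DMSO wells and 100% = medium only without gametocytes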
Rac1 wt GTP bind – alters GTP binding to wildtype human Rac1; GTP binding activity (% of control), % at 10 µM; actives 0.27% (n = 190,000); P63000; GST-Rac1 beads, fluorescent GTP binding, flow cytometry; actives lie on both sides; 0 = cold GTP competed, 100 = untreated;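 active means GTP binding activity at least 20 points away from the 100% control level, either lower or higher; inconclusive means compound flagged as likely green fluorescent, judged across all proteins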
Mcl1 Bid PPI – disrupts binding of human Mcl-1 to Bid peptide. inhibition, % at 21.7 µM. TR-FRET Mcl-1/Bid-Dy647 peptide binding, 1536-well. AID 1021. actives 0.97% (n = 220,000). Q07820;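 active means compounds that cut the binding signal by more than half at the single screening dose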;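 further: His-tagged Mcl-1 with europium anti-His antibody binding Bid BH3 peptide; 0% = Mcl-1 plus peptide wells and 100% = peptide-only wells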
Target sequence (Q07820 whole entry, looked up): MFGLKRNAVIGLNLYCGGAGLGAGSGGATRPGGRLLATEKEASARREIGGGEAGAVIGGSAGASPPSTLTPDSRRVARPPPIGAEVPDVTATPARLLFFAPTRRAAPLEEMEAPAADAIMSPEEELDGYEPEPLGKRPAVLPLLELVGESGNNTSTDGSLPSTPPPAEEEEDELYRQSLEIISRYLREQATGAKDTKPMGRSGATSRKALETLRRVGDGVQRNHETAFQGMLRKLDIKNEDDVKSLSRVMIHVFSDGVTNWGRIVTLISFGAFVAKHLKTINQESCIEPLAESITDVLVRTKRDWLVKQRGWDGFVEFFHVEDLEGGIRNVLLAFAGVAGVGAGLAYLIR
Mcl-1 Bim block – disrupts Bim peptide binding to human Mcl-1; actives 0.1% (n = 190,000); Bead-based flow cytometry, Bim peptide-Mcl-1 binding; Q07820; inhibition, % at 10 µM; in the data active means inhibition above about 40%;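 further: 0% = no compound tracer wells and 100% = peptide blocker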
HRas wt GTP bind – human HRas wildtype GTP binding, change in either direction. GTP binding activity, % at 10 µM. GST-Ras wt beads, Bodipy-FL-GTP binding, flow cytometry; actives lie on both sides. AID 759. actives 0.14% (n = 190,000);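 active means GTP binding activity at least 20% away from the 100% baseline, either lowered as inhibitor or raised as activator; inconclusive means flagged as likely green fluorescent, judged across all proteins in the well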;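 further: 0% = unlabeled GTP competition control and 100% = no-compound control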
Target sequence (P01112 whole entry, looked up): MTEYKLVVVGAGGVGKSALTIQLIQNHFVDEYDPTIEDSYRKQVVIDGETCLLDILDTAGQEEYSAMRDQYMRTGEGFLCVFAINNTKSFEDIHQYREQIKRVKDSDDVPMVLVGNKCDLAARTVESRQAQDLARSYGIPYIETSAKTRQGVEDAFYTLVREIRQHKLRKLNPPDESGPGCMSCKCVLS
Mcl1-Noxa inh – disrupts binding of human Mcl-1 to Noxa peptide. Q07820. TR-FRET Mcl-1/Noxa peptide binding, 2 h. inhibition, % at 21.7 µM. actives 1.5% (n = 220,000). AID 1022;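 active means compounds that cut the protein-peptide binding signal by more than 50% relative to plate controls in a single-dose test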;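 further: His-tagged Mcl-1 with rhodamine Noxa BH3 peptide and terbium anti-His antibody; 0% = Mcl-1 plus Noxa peptide wells and 100% = peptide-only wells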
Rac1 act GTP bind – alters GTP binding to activated mutant human Rac1. P63000. percent activity (GTP binding), % at 10 µM. GST-Rac1 activated beads, fluorescent GTP binding, flow cytometry; actives lie on both sides; 100% means binding = to untreated wells. AID 764. actives 0.11% (n = 190,000);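 active means GTP binding at least 20 percentage points away from the 100% baseline, in either direction, so actives lie on both sides; inconclusive means Compound likely fluorescent itself, or too few beads counted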
* = called active by the depositor; ? = inconclusive; · = no result given.

canonical_smiles	Mcl1-Noxa inh	Mcl1 Bid PPI	Pf gamet viab	Rac1 wt GTP bind	Mcl-1 Bim block	Rab2A wt mod	Rab7 wt modul	Cdc42 wt	HRas wt GTP bind	Rac1 act GTP bind	Avidin bead fluor
COc1ccc(N(CC(=O)N2CCN(c3ccccc3F)CC2)S(=O)(=O)c2c(C)n[nH]c2C)cc1	-6	-16	·	88	-3	94	99	89	94	91	18
CCn1c(COc2ccccc2)nnc1SCc1ccc(C#N)cc1	2	-37	-3	99	-5	102	94	101	101	98	13
CCn1c2ccccc2n2c(=O)c(=O)n(CC(=O)Nc3ccc(C(C)C)cc3)nc12	1	-13	-14	91	-1	92	99	90	94	92	11
CC(C)Nc1nc(SCC(=O)Nc2ccccc2)nc(N2CCOCC2)n1	11	-44	8	108	3	98	100	102	100	97	9
CC(=O)Nc1cc2c(cc1C(=O)C(C)C)OCCO2	-2	-26	-38	101	5	97	98	98	98	96	5
COC(=O)N/N=C\c1c(C)nn(-c2ccccc2)c1Cl	5	-20	-1	104	-7	98	99	102	100	99	9
O=C(CSc1ncccn1)NCc1ccc(Cl)cc1	4	7	14	105	0	105	108	104	101	98	11
COC(=O)c1cc2occc2n1Cc1ccc(Cl)cc1	3	-25	·	104	-2	102	100	100	100	97	13
Cc1ccsc1/C=N/n1c(=S)[nH]nc(C)c1=O	-15	-48	11	101	-2	100	98	101	98	99	13
O=C(C1CCN(S(=O)(=O)c2cccc([N+](=O)[O-])c2)CC1)N1CCOCC1	9	-14	·	100	0	100	103	97	101	98	10
COCC(C)NC(=O)c1cc(-c2ccc(O)cc2)on1 (centres undefined)	-6	-22	·	102	1	99	98	100	100	97	6
CCOc1ccc(NC(=O)c2ccc(NC(=O)COC(=O)Cc3ccc(OC)cc3)cc2)cc1	-18	5	·	?	0	?	?	?	?	?	13
O=C1CC(c2ccc(F)cc2)Cc2nc(N3CCN(c4ccccc4)CC3)ncc21 (centres undefined)	-28	-1	0	98	-2	98	99	99	97	97	9
O=C(CCCCn1c(=O)c2ccccc2n(Cc2ccc(F)cc2Cl)c1=O)NCc1ccco1	10	-10	-10	102	1	98	98	97	98	98	9
CCCN1C(=O)/C(=C/c2ccco2)SC1=Nc1ccc(OC)cc1	19	-32	·	106	-5	100	100	104	104	100	13
O=C(NNC(=O)C1COc2ccccc2O1)c1cccc([N+](=O)[O-])c1 (centres undefined)	7	-8	6	98	0	97	108	95	95	95	19
COc1ccc(C2Nc3ccccc3C(=O)N2c2ccc(Cl)cc2)cc1Cn1cc([N+](=O)[O-])cn1 (centres undefined)	-2	-19	1	97	1	98	95	92	96	95	7
CCC(C(=O)Nc1cnccn1)c1ccccc1 (centres undefined)	5	-25	-5	103	-2	103	98	104	100	101	2
Fc1ccccc1Nc1nc2c(s1)CCc1ccccc1-2	13	-17	·	94	-2	93	92	91	94	93	11
COc1ccc(S(=O)(=O)N(C)CC(=O)NC2CC2)cc1	28	-4	·	95	0	95	92	97	96	97	11
NC(=O)c1oc2ccc(Cl)cc2c1NC(=O)CN1CCOCC1	-6	8	·	100	0	97	97	101	97	97	13
CC1C/C(=N\NC(=S)NC(C)C)CC(C)(C)C1 (centres undefined)	13	-71	·	100	0	99	100	101	100	99	8
Cc1ccc(N=Nc2ccc(O)c3ncccc23)cc1	-20	-67	15	104	0	98	100	102	99	100	4
O=C(Nc1ccc(S(=O)(=O)N2CCCCCC2)cc1)c1ccc(Br)o1	32	-13	-4	100	-8	98	97	101	98	99	11
O=c1[nH]cnc2nc(-c3ccccc3)c(-c3ccccc3)nc12	17	15	·	98	-1	96	100	100	98	94	32
O=C(NCC1CCCO1)C(c1cccs1)N(C(=O)c1ccc(CN2CCOCC2)o1)c1ccc(Cl)cc1 (centres undefined)	-1	-20	·	107	-2	101	100	103	103	100	6
COCCNC(=O)C(c1ccc(C)o1)N(C(=O)c1snc(C(N)=O)c1N)c1ccc(C)c(C)c1 (centres undefined)	-5	-12	·	99	-5	95	96	93	93	92	6
O=C(c1ccccc1)c1ccc(OCCCN2CCCCC2)cc1	21	33	-5	106	1	98	98	101	100	100	10
Cc1cccc(NC(=S)N(Cc2cccs2)Cc2cc3cc(C)ccc3[nH]c2=O)c1	1	-10	13	105	-5	101	103	97	102	102	2
O=c1[nH]c(SCc2nc3ccccc3c(=O)n2-c2ccccc2)nc2ccccc12	-106	-13	-6	99	-1	97	95	99	96	98	13
COc1ccc(CNS(=O)(=O)NCc2ccc(OC)c(OC)c2)cc1OC	-8	1	1	99	-1	101	98	99	97	96	14
COc1ccccc1-n1c(C)nnc1SCC(N)=O	15	3	·	107	0	105	101	104	103	101	10
N/C(=N\OC(=O)c1cccc2ccccc12)c1cccc([N+](=O)[O-])c1	·	2	·	95	-1	94	96	97	96	93	11
CCCCCOC(=O)CSc1nnc(-c2cc(OC)c(OC)c(OC)c2)o1	6	-3	·	101	-1	103	99	103	101	99	4
O=C(NC1CCCCC1)N(Cc1nc2ccccc2c(=O)[nH]1)C1CCCCC1	16	-12	15	103	-1	104	101	109	106	101	13
CC(C)(C)NCC(=O)N/N=C/c1ccc(OCc2ccccc2)cc1	4	-19	0	101	-4	100	105	98	102	99	12
CC1(C)Cc2c(c(=S)nc(-c3ccccc3)n2CCN2CCOCC2)CO1	2	-9	·	95	-2	98	95	98	99	96	7
O=S(=O)(c1ccc2ccccc2c1)N1CCN(S(=O)(=O)N2CCCCC2)CC1	-4	-24	·	101	0	102	103	103	103	100	8
COc1ccc(CCNC2=C(Cl)C(=O)N(CCc3ccc(OC)c(OC)c3)C2=O)cc1OC	2	10	·	103	-7	98	102	101	102	96	6
COc1ccccc1-n1cnc2cc(NC(=O)c3ccco3)ccc21	5	5	-22	100	1	98	100	101	99	98	6
COc1cc(C2Nc3ccc4ncccc4c3C3=C2C(=O)CCC3)cc(OC)c1O (centres undefined)	11	-36	1	102	0	104	100	106	105	101	7
CNc1sc(C(=O)c2ccc(F)cc2)c(N)c1-c1nc2ccccc2s1	92*	-51	8	105	-1	100	102	99	102	100	20
O=C(Nc1nc2ccc(Cl)cc2s1)c1ccc(Br)o1	29	9	·	?	-1	?	?	?	?	?	11
CCN(C(=S)Nc1ccc(OC(F)F)cc1)C1CCCCC1	-6	-33	-4	98	0	96	103	95	94	94	10
O=C(O)c1cc(Cl)ccc1NC(=O)C1CCCO1 (centres undefined)	22	12	10	100	-2	100	103	102	101	99	11
O=C(O)C1CC=C(Cl)CC1C(=O)NCc1ccccc1 (centres undefined)	-12	-4	28	104	-3	108	111	108	108	103	18
Cc1ccccc1NC(=O)c1ccc(CSc2ncccn2)cc1	-2	0	·	103	-3	102	101	104	105	100	37
O=C(Nc1ccc(N2CCOCC2)cc1N1CCOCC1)c1ccco1	13	-26	·	93	-1	94	100	94	96	92	15
CC(=O)Nc1ccc(NC(=O)CCC(=O)NCCO)cc1	22	-14	·	103	-1	105	102	102	105	101	10
COc1ccc(C(=O)N2c3ccccc3C(=O)OC2c2ccc3c(c2)OCO3)cc1 (centres undefined)	13	5	3	89	7	94	96	92	93	92	3
O=C(c1cc(N2C(=O)C3C4CCC(C4)C3C2=O)ccc1Cl)N1CCN(c2ccccc2)CC1 (centres undefined)	11	-55	29	99	-5	98	96	101	99	99	12
Cc1ccnc(N2CCC(C(=O)Nc3ccc4c(c3)OCCO4)CC2)n1	-10	-37	3	100	18	96	101	99	98	94	11
Cn1c(=O)c2cc(S(=O)(=O)NCCC(=O)NCCC3=CCCCC3)ccc2n(C)c1=O	24	-22	·	105	-2	100	101	101	101	98	7
CC[C@@H](C)[C@@H](C(=O)N1CCN(C(=O)OC(C)(C)C)CC1)n1cc(CCCN=C(NC(=O)OC(C)(C)C)NC(=O)OC(C)(C)C)nn1	-10	5	·	95	2	99	95	95	96	97	5
CC(C#N)Sc1nc2ccccc2c(=O)n1-c1ccccc1 (centres undefined)	-18	-34	8	101	3	98	99	99	99	99	4
CC1CCCc2sc3nc(N4CCN(CCO)CC4)n4ncnc4c3c21 (centres undefined)	10	-4	·	101	-1	96	96	99	100	99	7
CC(C)=C(NC(=O)c1ccccc1)C(=O)N1CCOCC1	-18	-9	1	104	0	97	99	97	97	98	27
CCCCOc1ccc(C(=O)N/C(=C\c2cccc([N+](=O)[O-])c2)C(=O)OCc2ccco2)cc1	9	-6	13	105	-1	101	103	104	102	102	11
CS(=O)(=O)N1CCC(C(=O)N2CCN(C(c3ccccc3)c3ccccc3)CC2)CC1	8	-26	12	100	0	100	104	98	101	96	10
O=C(NC(=S)Nc1ccc(S(=O)(=O)Nc2nccs2)cc1)c1ccccc1F	-2	-27	-17	99	5	101	105	97	98	95	7

Continued.
canonical_smiles	Mcl1-Noxa inh	Mcl1 Bid PPI	Pf gamet viab	Rac1 wt GTP bind	Mcl-1 Bim block	Rab2A wt mod	Rab7 wt modul	Cdc42 wt	HRas wt GTP bind	Rac1 act GTP bind	Avidin bead fluor
COc1ccc(-n2ccc(-c3nn(-c4cccc(C(F)(F)F)c4)ccc3=O)n2)cc1	10	-4	·	105	0	102	105	103	105	101	16
Cc1cccc(-n2c(C)cc(/C=N/NC(=O)c3cccc([N+](=O)[O-])c3C)c2C)c1	42	1	·	102	-2	100	101	100	99	98	4
CN(C)CCNCc1ccccc1OC1CCCC1	-4	-40	·	105	-6	100	100	101	102	102	12
CC(Cc1ccccc1)C(=O)NCc1ccccn1 (centres undefined)	17	0	-1	103	-2	100	103	99	102	97	15
CC(=O)Cc1nsc(NC(=O)c2ccc(-c3ccccc3Cl)o2)n1	8	6	·	99	2	98	97	99	97	97	19
CCCCNC(=S)N1CCN(c2nc3ccccc3s2)CC1	9	-27	14	101	0	98	98	100	99	97	9
COc1cccc(OC)c1C(=O)Nc1cccc(C(C)=O)c1	-8	-3	·	100	-2	98	98	99	98	95	·
CCN(CC)C(=O)C(=O)N/N=C/c1cccc(Br)c1	2	-5	·	103	-2	104	97	108	105	100	15
CC12CCC(C(=O)N3CCN(C(c4ccccc4)c4ccccc4)CC3)(OC1=O)C2(C)C (centres undefined)	-7	-35	3	97	-2	97	92	91	96	95	5
CCCCCn1c(Sc2ncccn2)nc2c1c(=O)[nH]c(=O)n2C	-21	-21	10	102	1	103	103	102	104	101	3

High-throughput results from PubChem.
